TAAR1 antagonist: human TAAR1 antagonists, primary screen, Fluo-8 calcium fluorescence, CHO RD-HGA16 cells. Trace amine-associated receptor 1 (Homo sapiens), Q96RJ0. antagonist. inhibition, % at 3 µM. 360,000 compounds, 1.5% hits. AID 624466, 2012;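 active = inhibition above a per-plate cutoff, the mean inhibition of test compounds on that plate plus 3 SD, cut at about 49% in these data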;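 note: 0% = DMSO plus EC80 beta-PEA response and 100% = DMSO alone without agonist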
Target sequence (Q96RJ0 whole entry, looked up): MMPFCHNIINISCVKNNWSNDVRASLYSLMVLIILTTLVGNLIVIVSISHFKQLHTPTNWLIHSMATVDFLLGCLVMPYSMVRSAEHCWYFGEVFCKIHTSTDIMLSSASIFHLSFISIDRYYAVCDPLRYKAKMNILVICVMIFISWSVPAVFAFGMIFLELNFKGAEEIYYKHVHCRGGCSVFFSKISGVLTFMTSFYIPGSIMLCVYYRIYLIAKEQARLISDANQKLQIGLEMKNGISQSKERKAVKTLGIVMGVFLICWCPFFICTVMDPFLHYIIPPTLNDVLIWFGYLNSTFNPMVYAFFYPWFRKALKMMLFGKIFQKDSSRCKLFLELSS
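Test system – hTAAR1-expressing CHO RD-HGA16 cells, Gα16-coupled · Also added – β-PEA at EC80 concentration, post-compound challenge · Compound – 3 µM, single point · Incubation – dye loading 75 min at 37 °C, then 30 min room temperature · Measured by – Fluo-8 intracellular calcium dye fluorescence, real-time kinetic reads · Benchmarks – vehicle and agonist controls · Replicates – singlicate, one well per test compound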
CHO-K1 Ca antag: counter-screen for M1 antagonists: effect in parental CHO-K1 cells. ATP-induced calcium, Fluo-8 fluorescence. inhibition, % at 3 µM. 360,000 compounds, 0.6% hits;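 active = inhibition above a per-plate cutoff, the plate's mean sample inhibition plus 3 SD, cut at about 24% in these data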;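 note: 0% = DMSO plus EC80 ATP and 100% = DMSO alone without ATP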
OXTR potentiate: human OXTR potentiators, primary screen, fluorescence, CHO-OTR cells, Fluo-8 calcium; activation, % at 3 µM; Fluo-8 calcium fluorescence, potentiator mode; 0% = oxytocin EC15, 100% = EC100; 320,000 compounds, 0.061% hits; Oxytocin receptor (Homo sapiens), P30559; AID 2445, 2010;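 active = activation above that plate's cutoff, the mean activation of tested compounds plus 3 SD, cut at about 6.6% in these data, passing the limit was not always enough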;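 note: 100% uses oxytocin at 75 nM as the full agonist control; some results filed as inactive read as strong as hits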
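Material: human OTR in CHO cells. Compound: 3.0 µM, one dose. Timing: compound 6 min at room temperature before oxytocin, 100 s read. Evaluation: % activation of max/min ratio relative to oxytocin controls. Replication: single well per compound, singlicate. Signal: Fluo-8 calcium dye fluorescence.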
V1aR counter: agonists of human V1a receptor, primary screen, counter-screen for OXTR agonist project, fluorescence, CHO-V1R cells. Vasopressin V1a receptor (Homo sapiens), P37288. Fluo-8 calcium fluorescence, agonist mode; 0% DMSO, 100% 3 nM vasopressin. activation, % at 3 µM. 320,000 compounds, 0.25% hits. AID 2797, 2010;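 active = activation above the mean activation of all tested compounds plus 3 SD, per screening run, cut at about 20% in these data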;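 note: signal is peak over basal fluorescence ratio across a 100 second FLIPR read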
Target sequence (P37288 whole entry, looked up): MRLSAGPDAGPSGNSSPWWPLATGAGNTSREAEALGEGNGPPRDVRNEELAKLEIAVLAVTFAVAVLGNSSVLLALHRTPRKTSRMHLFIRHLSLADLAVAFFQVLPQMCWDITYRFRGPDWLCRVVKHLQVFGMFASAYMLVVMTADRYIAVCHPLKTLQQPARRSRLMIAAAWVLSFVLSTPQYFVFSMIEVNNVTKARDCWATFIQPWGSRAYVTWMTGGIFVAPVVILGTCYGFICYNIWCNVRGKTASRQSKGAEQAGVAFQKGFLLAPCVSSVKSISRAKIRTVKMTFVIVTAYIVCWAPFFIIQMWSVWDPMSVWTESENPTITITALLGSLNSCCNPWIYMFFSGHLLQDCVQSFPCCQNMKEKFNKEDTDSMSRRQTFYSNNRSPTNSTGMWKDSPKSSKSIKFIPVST
OXTR agonist: human OXTR agonists, primary screen, fluorescence, CHO-OTR cells, Fluo-8 calcium; Oxytocin receptor (Homo sapiens), P30559; Fluo-8 calcium fluorescence; normalized: DMSO 0%, oxytocin 100%; activation, % at 3 µM; 320,000 compounds, 0.32% hits; AID 2435, 2010;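 active = activation above the mean of all tested compounds plus 3 SD, cutoff set per screening run, cut at about 20% in these data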;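 note: peak over basal fluorescence ratio from a 100 s FLIPR kinetic read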
GPR7 antagonist: GPR7 receptor antagonists, primary screen, cell-based, fluorescence, single concentration | GPR7-expressing cells, fluorescence antagonist assay | inhibition, % at 4.4 µM | Neuropeptides B/W receptor type 1 (Homo sapiens), P48145 | 290,000 compounds, 1.1% hits; in the data active = inhibition above about 16%, passing the limit was not always enough;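 note: cells stimulated with the agonist NPW; 0% = agonist with vehicle and 100% = vehicle without agonist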
CHO-K1 Ca ag: counter-screen for M1 agonists: effect in parental CHO-K1 cells; Fluo-8 calcium fluorescence; scaled to maximal ATP response, vehicle zero; 360,000 compounds, 0.48% hits; activation, % at 3 µM; in the data active = activation above about 15%;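 note: untransfected CHO-K1 host cells lacking M1 receptor as counterscreen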
M1 PAM parental: nonselective calcium activators in parental CHO-K1 cells, primary screen, counter-screen for M1 PAM project, cell-based, Fluo-8 calcium fluorescence, full deck, 1536-well; ATP EC20; 0% at ATP EC20, 100% at ATP max; activation, % at 3 µM; 360,000 compounds, 0.02% hits; AID 602247, 2012;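 active = activation above the run cutoff, the mean activation of all test compounds plus 3 SD, cut at about 40% in these data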;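 note: peak over basal fluorescence ratio in a 140 s read after ATP addition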
CHO parental Ca: ATP-evoked calcium signal inhibitors, parental CHO, primary screen, counter-screen for OX1R antagonist project, cell-based, fluorescence, Fluo-8 calcium dye; parental CHO-K1, ATP-induced calcium, Fluo-8 fluorescence; inhibition, % at 5.6 µM; 330,000 compounds, 0.63% hits;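 active = inhibition above that plate's mean sample inhibition plus 3 SD, cut at about 26% in these data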;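 note: 0% = ATP-challenged DMSO wells and 100% = DMSO wells without ATP; some compounds past the cut are filed as inactive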
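material = parental CHO cells | also added = ATP as calcium-mobilizing challenge | dosing = single point at 5.6 µM | detection = intracellular calcium via Fluo-8 no-wash fluorescent dye | read-out = % inhibition | benchmarks = low control ATP plus DMSO, high control DMSO only | repeats = one well per compound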
* hit, by the source's call; / = no result given. Compounds as they come (roughly 3.5% active in at least one column).

SMILES	M1 PAM parental	GPR7 antagonist	OXTR potentiate	CHO parental Ca	CHO-K1 Ca antag	V1aR counter	CHO-K1 Ca ag	OXTR agonist	TAAR1 antagonist
O=C(CSc1nnc(C2CC2)n1-c1ccccc1)NCCc1ccc(F)cc1	18	4	-3	-19	-15	0.6	1.0	-0.8	6
FC(F)(F)c1nc(N2CCN(c3ccccc3)CC2)nc2c1CCCCC2	-18	-10	-16	1	-18	0.4	0.3	-0.8	2
CCCCOc1ccc(C(=O)NNC(=O)C2C3C=CC(C3)C2C(=O)O)cc1 (stereo unspecified)	5	-21	3	-9	-13	0.4	1.4	-1.0	-14
O=[N+]([O-])c1cc(O)c2ncccc2c1	/	-6	-7	12	/	0.2	/	0.6	12
COc1ccc(CNC(=O)c2csc(Cc3ccc(OC)cc3)n2)cc1	20	-8	-3	-3	-14	0.7	1.2	0.3	18
Cc1cc(C)cc(C(=O)NC(=S)Nc2ccc(Cc3ccncc3)cc2)c1	16	-10	-3	-24	-13	0.1	0.8	-0.7	29
Cc1cc(C)n2nc(SCc3nc4ccccc4[nH]3)nc2n1	-11	-11	-5	-3	19	0.1	-0.2	-0.7	-21
O=C1c2ccccc2C2(c3ccccc3)N1CCN2C(=O)C(Cl)(Cl)Cl (stereo unspecified)	8	-16	-2	-24	-9	-1.8	-1.5	-2.1	-6
CN1CCN(c2ccc(NC(=O)CN3CCOCC3)cc2F)CC1	3	-13	-13	-5	-14	2.9	0.3	1.9	-27
O=C(Cn1cnc2ccccc21)N/N=C/c1cccc([N+](=O)[O-])c1	-6	2	-1	-12	-13	-0.1	-0.5	0.4	-20
COC(=O)c1[nH]c2cc(OC)ccc2c1NC(=O)CCN1CCSCC1	21	0	-13	-14	-20	-1.3	0.5	-0.5	6
O=C(COC(=O)c1cc(Cl)nc(Cl)c1)NCc1ccc2c(c1)OCO2	-17	/	-8	-2	0	0.9	0.1	-0.8	12
CC1(C)CC(N2CCC(=O)N(C3CC(C)(C)NC(C)(C)C3)C2)CC(C)(C)N1	-6	-1	-7	-2	17	0.6	-0.1	0.7	0
CCOC(=O)C1NN=C(C(=O)c2ccccc2)C1c1ccc(Cl)cc1 (stereo unspecified)	3	-8	-11	-26	-5	-0.6	-0.1	-2.3	-22
CCC(CC)CC1CN2CCc3cc(OC)c(OC)cc3C2CC1(O)CC (stereo unspecified)	25	/	/	/	-22	/	1.5	/	-17
CC(C)c1ccccc1NC(=O)COc1ccc(C(=O)NCCc2ccccc2)cc1	14	-3	-5	1	4	1.0	3.2	-1.6	7
O=C(CCCCCn1c(=O)[nH]c2ccsc2c1=O)N1CCN(C2CCCCC2)CC1	21	/	9	-19	-11	0.2	1.4	-0.4	2
CC1=NN(c2ccccc2)C(=O)C1C(=O)c1cc([N+](=O)[O-])cc([N+](=O)[O-])c1 (stereo unspecified)	15	1	-18	-5	-4	0.8	1.2	0.3	-12
CS(=O)(=O)Nc1ccc(C(=O)NCCSC2CCCCC2)cc1	12	-11	-9	-2	-12	-0.9	2.2	0.3	/
Oc1ccccc1Oc1ncc(Br)c(N2CCOCC2)n1	18	-14	-9	-14	0	-1.1	0.6	-0.2	10
COc1ccc(CN2CCN(C(C)C)C(CCO)C2)cc1Cn1cccn1 (stereo unspecified)	27	5	-1	-14	-4	-0.2	-0.4	-0.6	11
CCC(=O)N1c2ccc(S(=O)(=O)CCC(=O)N3CCn4c3nc3ccccc34)cc2CC1C (stereo unspecified)	-6	-6	-15	-23	23	-0.5	0.1	-0.6	-4
COc1cc(C(=O)Nc2cccc(-c3nncn3C)c2)cc(OC)c1OC	27	17	-28	-10	-20	0.3	0.7	12	-13
O=C(c1ccc(C(=O)N2CCOCC2)nc1)N1CCOCC1	21	-8	-1	5	-15	0.8	0.6	1.8	6
COC(=O)c1ccc(COc2cccnc2[N+](=O)[O-])cc1	8	-1	2	-18	-4	1.2	2.4	0.3	-19
CCOc1ccc(NC(=O)CSc2ccc(-c3cccnc3)nn2)cc1	-27	-14	-5	-19	14	-0.5	0.4	-1.0	-4
N/C(=N\OC(=O)CCCOc1ccc(Cl)cc1Cl)c1ccncc1	22	-3	-21	-2	-8	1.8	3.1	-0.7	-19
CCOC(=O)c1cc(-c2nnc(SCC(=O)Nc3ccc(F)cc3)o2)c(C)nc1C	7	-18	-2	-28	0	0.5	0.8	-0.8	54*
CC(OC(=O)CCN=C1NS(=O)(=O)c2ccccc21)C(=O)Nc1ccc(S(N)(=O)=O)cc1 (stereo unspecified)	-9	/	-4	2	-7	0.0	0.0	0.6	3
Cc1c(O)ccc(C(=O)CN2CCN(Cc3ccc4c(c3)OCO4)CC2)c1O	15	-1	-7	-7	-6	2.8	2.0	5.5	-3
CCCCn1c(N)c(N(CC(C)C)C(=O)c2cc(S(=O)(=O)N3CCOCC3)ccc2Cl)c(=O)[nH]c1=O	14	/	6	-14	-5	0.4	0.9	-0.6	-25
CC(C)c1ccc(C(=O)Nc2ccc(S(=O)(=O)NC3=NCCCCC3)cc2)cc1	13	/	/	/	-11	/	1.0	/	-5
Cc1cccc(-c2noc(-c3csc([C@@H]4C[C@H](O)[C@@H](CO)O4)n3)n2)c1	11	/	/	/	-7	/	2.4	/	-2
Cc1ccc(S(=O)(=O)NCCC(=O)OCC(=O)Nc2cccc(S(=O)(=O)NC3=NCCCCC3)c2)cc1	4	-4	-1	-16	0	0.1	0.0	-0.7	-2
COc1ccc(S(=O)(=O)N2CCN(CC(=O)NC(C)c3cccs3)CC2)cc1 (stereo unspecified)	9	/	/	/	10	/	0.6	/	-18
CC(C)CN(C(=O)CN(C)C(=O)c1ccco1)c1c(N)n(CC(C)C)c(=O)[nH]c1=O	25	/	1	-15	-12	-0.5	0.7	0.8	-5
Cc1onc(-c2ccccc2Cl)c1C(=O)Nc1cccc(-c2cn3cccnc3n2)c1	18	-16	-7	-12	-11	5.0	5.5	4.4	/
CN(C(=O)CSc1nnc2ccccn12)C1CCS(=O)(=O)C1 (stereo unspecified)	1	1	-6	-2	-4	0.3	0.0	0.3	-3
CCN1CCN(CCOCCOc2ccccc2-c2ccccc2)CC1	/	5	-6	-6	/	-0.1	/	0.2	/
Cc1nn(CC(=O)NC2CC2)c(C)c1S(=O)(=O)NC(C)(C)C	15	/	-4	-9	-10	0.5	3.1	0.8	-34
CC(=O)Nc1ccc2nc(CN3CCN(CC=C(C)C)C(CCO)C3)ccc2c1 (stereo unspecified)	3	-17	-1	-3	9	0.7	-0.1	0.6	-6
N#CCCCc1cc2cc(F)ccc2cn1	-4	/	-2	2	4	-0.8	-0.2	-1.1	8
COc1ccc(NCC(=O)Nc2cccc(C(F)(F)F)c2)cc1S(=O)(=O)N1CCOCC1	11	/	-12	-5	-14	2.3	6.5	5.9	-17
COc1ccc(CNCC(O)COc2cccc3c2OC(C)(C)C3)cc1 (stereo unspecified)	-10	-6	-25	0	-7	5.1	8.2	3.4	6
COc1nc(NCCc2ccc(OC)c(OC)c2)nc(NC(C)(C)CO)n1	17	-4	-7	-7	-4	0.9	1.6	1.4	2
CCOC(=O)c1sc(=NC(=O)c2ccc(F)cc2)n(C)c1C	-16	-5	-2	-7	-1	-0.3	0.1	0.3	-17
COc1ccc(NC(=O)COc2ccc(C(=O)OCC(=O)N(C)C3CCS(=O)(=O)C3)cc2OC)cc1 (stereo unspecified)	8	-2	2	-3	-12	0.3	1.1	0.0	-27
O=C(NCc1ccncc1)C(=O)NC1CC1	-9	7	-3	0	8	1.6	2.0	1.5	-15
CCOc1cc(CN2CCC(N3CCC(C(=O)NC4CC4)CC3)CC2)ccc1O	25	/	/	/	-7	/	0.7	/	5
COc1ccc(-c2cc(C(=O)NCc3ccc(C(F)(F)F)cc3)[nH]n2)c(C)c1	-2	/	/	/	-3	/	2.7	/	-14
N#C/C(=C\c1ccc(O)c(O)c1)C(=O)NCc1ccccc1	21	/	-4	7	-9	2.9	0.6	1.1	-6
O=c1ccn([C@@H]2O[C@H](CNCc3c(OCc4ccccc4F)ccc4ccccc34)[C@@H](O)[C@H]2O)c(=O)[nH]1	5	/	/	/	-14	/	0.4	/	-12
COc1ccc(NC(=O)CN2C(=O)COc3ccc(S(=O)(=O)N4CCCCC4)cc32)c(OC)c1	11	-2	-4	-27	-6	0.1	-0.1	-1.0	7
CCOc1nc(-c2ccccc2)c2cc(Br)ccc2n1	-4	-31	-7	-8	-2	-0.2	11	-0.9	-4
Cc1ncsc1C(=O)N1CCCC(C(=O)c2ccc3ccccc3c2)C1 (stereo unspecified)	7	3	8	-15	-14	9.2	2.2	3.0	-2
Nn1c(-c2cccc([N+](=O)[O-])c2)nc2ccccc2c1=O	3	4	-8	-9	-19	1.9	-0.1	-2.1	4
CCCCn1nnnc1C1(C)CCC(=O)N1Cc1ccc(C)cc1 (stereo unspecified)	25	/	/	/	-28	/	1.8	/	-5
COC(=O)c1ccccc1NC(=O)CSc1nc(O)cc(=O)n1C1CCCC1	15	-2	4	-8	-2	0.1	0.1	-0.2	-3
C/C(=N\NC(=O)c1cccc(O)c1)c1ccc(NC(=O)Cc2ccccc2)cc1	5	7	-10	-11	-6	-0.4	1.1	0.1	7
O=C(O)CCNC(=O)/C(=C\C=C\c1ccccc1)NC(=O)c1ccccc1	6	-20	-2	10	-5	-0.5	0.6	0.6	-16
C=CC[N+]1(CC(=O)NCc2ccc(NC(C)=O)cc2)CCOCC1	9	-5	-10	3	-7	1.0	0.4	0.4	-20
O=C(c1ccccc1)c1ccc(Oc2ccc([N+](=O)[O-])cc2[N+](=O)[O-])cc1	-4	/	/	/	4	/	0.3	/	27
COc1cccc(/C=N/NC(=O)c2ccoc2C)c1	7	-2	-8	6	-7	0.0	1.3	-1.2	11
